Screening results deposited in PubChem by several laboratories.
KCNQ2 block: KCNQ2 channel blockers in CHO-K1 cells – cell-based, FluxOR thallium flux, B-score, primary screen (AID 2156); O88943; 310,000 tested, 1.1% active; B-score at 10 µM; 20 min; hits give low values;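 active = fluorescence ratio B-score at most minus 3 library SDs, with starting brightness B-score within 2 library SDs, cut at about -5.5 in these data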
Target sequence (O88943 whole entry, looked up): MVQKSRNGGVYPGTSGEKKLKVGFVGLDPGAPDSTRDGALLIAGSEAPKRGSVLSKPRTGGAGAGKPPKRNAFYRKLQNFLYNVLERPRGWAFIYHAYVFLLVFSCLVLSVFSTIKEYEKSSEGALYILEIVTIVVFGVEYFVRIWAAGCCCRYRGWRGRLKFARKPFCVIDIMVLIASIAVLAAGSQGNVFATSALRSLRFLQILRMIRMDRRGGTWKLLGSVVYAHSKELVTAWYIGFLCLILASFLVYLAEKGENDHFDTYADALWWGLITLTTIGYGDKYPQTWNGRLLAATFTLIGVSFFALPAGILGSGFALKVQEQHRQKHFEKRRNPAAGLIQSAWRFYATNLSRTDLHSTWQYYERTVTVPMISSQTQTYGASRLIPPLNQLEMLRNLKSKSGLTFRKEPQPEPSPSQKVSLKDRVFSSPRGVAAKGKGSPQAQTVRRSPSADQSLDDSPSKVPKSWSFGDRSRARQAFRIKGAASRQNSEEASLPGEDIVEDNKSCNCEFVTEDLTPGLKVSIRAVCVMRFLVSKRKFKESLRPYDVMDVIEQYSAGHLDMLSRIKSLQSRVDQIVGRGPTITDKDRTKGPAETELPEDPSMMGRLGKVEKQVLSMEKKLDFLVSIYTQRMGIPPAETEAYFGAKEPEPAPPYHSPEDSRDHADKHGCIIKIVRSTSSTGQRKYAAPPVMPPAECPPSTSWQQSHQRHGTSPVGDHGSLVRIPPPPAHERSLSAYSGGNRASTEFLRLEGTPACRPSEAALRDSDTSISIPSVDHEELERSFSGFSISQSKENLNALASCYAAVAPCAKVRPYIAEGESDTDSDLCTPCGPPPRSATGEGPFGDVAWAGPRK
STK33 inh: blocks human STK33 kinase activity | purified STK33, MBP phosphorylation, ADP-Glo luminescence | inhibition, % at 10 µM | 320,000 tested, 0.073% active | AID 2661;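 active = inhibition at or above 25%, using the most active replicate where run in duplicate; inactive = inhibition below 25%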
OX1R antag: OX1R (human) antagonism; O43613; OX1R-expressing cells, FRET antagonist read-out; inhibition, % at 6.6 µM; 330,000 tested, 1.8% active; AID 485270; in the data active = inhibition mostly above about 38%, no sharp cut-off; inactive = mostly below about 40%;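 also: 0% = agonist challenge alone and 100% = reference antagonist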
Starred values were filed as active, the others as inactive; i = inactive; x = not tested or not shown.

KCNQ2 block | STK33 inh | OX1R antag | canonical_smiles
i | -1.7 | 36.4 | O=C(CSCc1cccc(Cl)c1)Nc1ccccc1-c1ccccc1
i | -0.8 | 4.7 | CC(C)(C)c1ccc(NC(=S)NCc2cccnc2)cc1
i | 1.4 | 11.3 | CC(C)(C)CN1CCC(Oc2cccc(C(=O)N3CCNC(=O)C3(C)C)c2)CC1
i | -3.2 | 9.2 | O=C(CC1CCCCC1)N1CCCC(c2nc(-c3ccc(S(=O)(=O)N4CCCC4)cc3)no2)C1 (stereo not given)
x | -0.4 | 12.5 | CC(=O)c1ccc(N2CCN(C(=O)CCCn3c(=S)[nH]c4cc5c(cc4c3=O)OCO5)CC2)cc1
i | -1.4 | 10.0 | CCCCCCC(=O)NNC(=O)CC(=O)Nc1ccccc1C(=O)O
i | -0.3 | -1.9 | COc1ccc(-n2cc(-c3ccccc3)c3c(N4CC(C)OC(C)C4)ncnc32)cc1 (stereo not given)
x | -0.3 | 1.6 | O=C1C=C(c2cccc(Cl)c2)C[C@@H](c2ccc(Cl)cc2)C1
i | -0.3 | 9.2 | Cc1ccc2oc(C(=O)Nc3ccc(S(=O)(=O)Nc4onc(C)c4C)cc3)cc(=O)c2c1
i | -0.8 | 7.8 | Cc1cccn2c(=O)c(/C=C(\C#N)S(=O)(=O)c3ccccc3)c(N3CCCCC3)nc12
i | 0.3 | 14.4 | COC/C=C/C1=CC2=CC(=O)C(C)(OC(=O)c3cnc4ccccc4n3)C(=O)C2=CN1Cc1ccccc1 (stereo not given)
i | 0.5 | 26.2 | Cn1c(SCC(=O)NCCc2ccccc2)nnc1-c1ccco1
i | -0.2 | 20.0 | CCCCC[C@H](O)/C=C/[C@@H]1[C@@H](C/C=C\CCCC(=O)OC)[C@@H](O)C[C@H]1O
x | -1.1 | 5.5 | COC(=O)[C@H](Cc1ccccc1)N(Cc1ccccc1)S(=O)(=O)N(Cc1ccccc1)[C@@H](Cc1ccccc1)C(=O)OC
i | -0.1 | 15.0 | O=c1[nH]c(CN2CCN(c3ccc(F)cc3)CC2)nc2ccccc12
i | -0.1 | 2.5 | COc1cc(NS(=O)(=O)c2csc(C(N)=O)c2)cc(OC)c1
i | 0.8 | 10.9 | Cc1nc2nc3c(c(=O)n2[nH]1)CCCC3
i | -1.0 | 3.5 | COc1ccc(N(CC(=O)N2CCCCC2)S(=O)(=O)c2c(C)nn(C)c2C)cc1
i | -0.4 | 14.4 | N#Cc1ccc(COC(=O)c2cnc3ccccc3n2)cc1
i | 0.2 | 3.4 | CC(C)C1CC(c2csc(N)n2)CCO1 (stereo not given)
i | 0.0 | -10.0 | FC(F)(F)c1cccc(-c2cc(C3CCNCC3)[nH]n2)c1
i | -0.4 | 13.6 | O=C(Nc1ccccc1Cl)C1CCN(S(=O)(=O)c2cccc3nonc23)CC1
i | -1.0 | 9.5 | C=C(C)C1Cc2c(C)nn(-c3cccc4ccccc34)c2C1 (stereo not given)
i | 0.0 | 5.0 | O=C(Nc1cc(NC(=O)c2ccccc2F)ccc1Cl)c1ccccc1
i | 0.1 | 34.4 | CCOC(=O)c1cccc(NC(=O)CSc2nnc(COc3ccccc3C)o2)c1
i | -0.7 | 14.5 | COc1ccc(CN(C)CC(=O)Nc2ccc(Cl)cc2C(F)(F)F)c(OC)c1
i | -0.3 | 17.9 | CC(=O)Nc1ccc(S(=O)(=O)Oc2cccc(N3C(=O)C4CC=CCC4C3=O)c2)cc1 (stereo not given)
x | -0.4 | 6.2 | O=C(Nc1ccccc1)c1nc[nH]c1C(=O)NCCCCCCNC(=O)c1[nH]cnc1C(=O)Nc1ccccc1
i | -0.6 | 1.7 | Cc1cc2nccc(-c3ccco3)n2n1
i | -0.2 | x | COc1ccc(-n2c(-c3ccc(Cl)cc3Cl)n[nH]c2=S)c(OC)c1
i | 2.6 | 9.9 | COc1ccc(OC)c(NC(=O)C2COc3ccccc3O2)c1 (stereo not given)
i | -0.5 | 33.5 | Cc1cc(C(=O)CCl)c(C)n1CCc1ccc(Cl)cc1
i | 0.5 | 21.1 | Cc1c(NC(=O)C(C)OC(=O)c2cc3c4ccccc4n(C)c3s2)c(=O)n(-c2ccccc2)n1C (stereo not given)
i | 0.9 | 8.6 | CCC(C)[C@H](N)c1cn([C@@H](Cc2cc3ccccc3[nH]2)C(=O)N2CCNCC2)nn1 (stereo not given in full)
i | -2.3 | 2.1 | Cc1ccc(-c2nnc(Cc3ccc([N+](=O)[O-])cc3)o2)cc1
i | 0.1 | 1.7 | Cc1cc(C)c(S(=O)(=O)N(C)CC(=O)NC2CCCC2)c(C)c1
i | 0.3 | 7.8 | COc1cccc(C(=O)NCCN2CCN(c3ccccc3)CC2)c1
i | -0.4 | 23.9 | O=C(CCn1nnc2ccccc21)OCC(=O)c1ccc(F)cc1
i | x | 5.2 | O=c1[nH][nH]c(-c2ccccc2)c1C=Nc1cccc(Cl)c1
i | 0.7 | 6.6 | CC(C)NC(=O)C12CC3CC(C1)CC(C(=O)NC(C)C)(C3)C2
i | 0.6 | 9.1 | CCOC(=O)CC(NS(=O)(=O)c1ccc2[nH]cc(C(=O)O)c(=O)c2c1)c1ccc(OCC)c(OC)c1 (stereo not given)
i | -0.6 | 13.9 | CCCCCC(=O)Nc1nc(C)c(-c2csc(Nc3cc(Cl)ccc3C)n2)s1
i | -1.2 | 18.0 | C/C(=N\NC(=O)c1ccc(-c2ccccc2)cc1)c1ccco1
i | 0.2 | 13.4 | NC(=O)CN1C(=O)C(=O)N(Cc2ccc(Cl)cc2)C1=O
i | -10.5 | 15.7 | Fc1ccc(-n2cc(CNCCc3cccnc3)c(-c3ccccc3Cl)n2)cc1
i | -0.1 | 16.6 | N#C/C(=C(/O)COC(=O)c1ccc2c(c1)OCCO2)c1nc2ccccc2[nH]1
i | -2.4 | 6.2 | Cc1ccc(CNS(=O)(=O)c2c(C(=O)N3CCCCC3)c(C)n(C)c2C)o1
i | -2.7 | 1.3 | Cc1ccc(N(Cc2cc3ccc(C)cc3[nH]c2=O)C(=O)c2ccco2)c(C)c1
i | -2.4 | 18.1 | CCOc1ccccc1CNCc1ccc(C(=O)O)cc1
x | 3.4 | -11.3 | COCCN(C(=O)C1CCC1)c1c(N)n(CC(C)C)c(=O)[nH]c1=O
i | -0.9 | 8.5 | CCn1ncc([N+](=O)[O-])c1C(=O)Nc1cc(C)on1
i | 0.5 | 40.6 | COc1ccc(CCNC(=O)CCc2nnc(Cc3ccc4c(c3)OCO4)o2)cc1
i | 0.2 | 10.5 | COc1ccc(S(=O)(=O)N2CCn3c2nc2ccccc23)cc1
i | -0.8 | 9.7 | Cc1ccc(S(=O)(=O)N2CCCCC2)cc1C(=O)Nc1ccccn1
i | -1.0 | 7.9 | COc1ccccc1NS(=O)(=O)c1cc(C(=O)NCC(c2cccs2)N2CCOCC2)ccc1C (stereo not given)
i | -0.1 | 2.4 | CCN1C(=O)C(CC(=O)Nc2ccc(OC)cc2)N(Cc2ccc(OC)c(OC)c2)C1=S (stereo not given)
i | 1.2 | 26.7 | NC(=O)C1=C[C@@H](c2ccccc2)C[C@@H](OCc2ccc(CO)cc2)O1
i | -2.4 | 16.4 | O=C(NC1CC(=O)c2sccc21)c1cccc(C(F)(F)F)c1 (stereo not given)
x | -0.4 | 19.8 | CCCCn1c(N)c(N(CCOC)C(=O)CSc2ccc([N+](=O)[O-])cc2)c(=O)[nH]c1=O
i | -0.5 | 2.9 | CCCOc1ccc(CNC(=S)Nc2ccccc2)cc1Cl

New compounds follow:
KCNQ2 block | STK33 inh | OX1R antag | canonical_smiles
i | -1.5 | 14.2 | O=C1CCC(C(=O)NCc2ccccc2)N1 (stereo not given)
i | -0.5 | 3.3 | Cc1ccccc1C(=O)NCC(=O)OCCCOC(=O)CNC(=O)c1ccccc1C
i | -0.8 | 19.9 | O=C(N/N=C/c1cccs1)/C(=C/c1ccccc1)NC(=O)c1ccccc1
i | -1.0 | 10.3 | CC(C)(C)NS(=O)(=O)c1ccc2c(c1)oc(=O)c1cc(S(=O)(=O)NC(C)(C)C)ccc12
i | -0.6 | 8.6 | CC(=O)NC(NC(=S)Nc1cccc(Br)c1)C(Cl)(Cl)Cl (stereo not given)
i | 1.0 | x | CC(=O)c1cccc(NC(=O)N2CCOCC2)c1
i | 5.3 | -1.9 | O=c1nc(N2CCOCC2)nc2n1CCO2
x | 1.9 | 25.5* | Cc1ccc(S(=O)(=O)N(CCC(=O)NCc2ccccc2F)c2ccccc2)cc1
x | -0.4 | -2.9 | O=C(CCN1C(=O)C2CCCCC2C1=O)Nc1nc2ccc(F)cc2s1 (stereo not given)
-6.65* | 0.0 | 6.9 | CCOC(=O)c1cc2c(ccn2-c2ccc(F)cc2)n1CC(=O)NC(C)(C)C
i | 0.8 | 8.0 | O=C(NC(=S)NC(c1ccccc1)c1ccncc1)c1ccccc1 (stereo not given)
i | -0.1 | 22.8 | COc1cc(C(c2nnnn2C2CCCC2)N2CCN(C)CC2)cc(OC)c1OC (stereo not given)
i | -2.0 | 11.7 | Cc1ccc2c(CC(=O)Nc3cccc(S(=O)(=O)N4CCOCC4)c3)coc2c1
i | 0.6 | 3.1 | O=C(NCCCc1ccc(F)cc1)C1CCC(=O)N(CCN2CCOCC2)C1 (stereo not given)
x | 0.1 | 6.2 | COCCN(Cc1ccccc1)C(=O)c1ccc(C(=O)c2ccccc2)cc1
i | -1.2 | 5.5 | CCOC(=O)C1(CC2CCCCO2)CCN(C2CCSCC2)CC1 (stereo not given)
i | -0.9 | 51.9 | N#C/C(=C/c1ccc(N2CCOCC2)o1)C(=O)N1CCOCC1
i | -1.2 | 9.4 | Cc1ccc(CN(Cc2cc3cc(C)ccc3[nH]c2=O)C(=O)N2CCOCC2)cc1
i | 4.8 | 8.1 | C=CCn1c(-c2c(C)nc3cc(C)ccn23)n[nH]c1=S
i | -1.0 | 2.3 | N#CCC(=O)N/N=C/c1cn(Cc2cccc3ccccc23)c2ccccc12
i | -0.7 | 48.1 | CC(C)CC(=O)Nc1cccc(-c2csc(-c3ccccc3)n2)c1
i | -0.7 | 16.6 | COc1cccc(NC(=O)CCc2nnc3ccc(N4CCC(C)CC4)nn23)c1
i | 1.0 | 26.3 | CCCCNS(=O)(=O)C1CCS(=O)(=O)C1 (stereo not given)
i | -1.4 | 27.4 | Cn1nnnc1SCC(=O)Nc1ccccc1C(=O)NC1CC1
i | 0.3 | 6.3 | O=C(Nc1ccc(Cl)c(S(=O)(=O)N2CCCCC2)c1)C1=COCCO1
i | -0.7 | 40.2* | CC(C)Oc1ccc(Br)cc1C(=O)N/N=C/c1c[nH]c2ccccc12
i | 0.8 | 4.8 | CCCCCCCCOC(=O)c1c(CSC(=N)N)n(C)c2cc(Br)c(OC(C)=O)cc12
i | -1.7 | 7.7 | COc1cccc(CC(=O)N2CCN(S(=O)(=O)c3ccc(Br)cc3)CC2)c1
i | -0.4 | 14.6 | NS(=O)(=O)c1ccc(NS(=O)(=O)c2ccc3c(c2)OCCO3)cc1
i | -0.1 | 4.8 | Cc1ccc(CNc2ccc(N3CCOCC3)c(C(=O)O)c2)s1

In the list so far, these contain a COOH group:
KCNQ2 block | STK33 inh | OX1R antag | canonical_smiles
i | -1.4 | 10.0 | CCCCCCC(=O)NNC(=O)CC(=O)Nc1ccccc1C(=O)O
i | 0.6 | 9.1 | CCOC(=O)CC(NS(=O)(=O)c1ccc2[nH]cc(C(=O)O)c(=O)c2c1)c1ccc(OCC)c(OC)c1 (stereo not given)
i | -2.4 | 18.1 | CCOc1ccccc1CNCc1ccc(C(=O)O)cc1
i | -0.1 | 4.8 | Cc1ccc(CNc2ccc(N3CCOCC3)c(C(=O)O)c2)s1

Later entries.
KCNQ2 block | STK33 inh | OX1R antag | canonical_smiles
i | -0.2 | -1.6 | Cc1cc(=O)c2c(C)ccc(C)c2[nH]1
i | 0.4 | 23.7 | O=C(COc1ccccc1[N+](=O)[O-])NNC(=O)Nc1cccc2ccccc12
i | -0.4 | 12.7 | O=c1cc(CSc2ccc(S(=O)(=O)N3CCCCC3)cn2)nc2sccn12
i | -1.5 | 20.9 | COC1(OC)N=C(N)C2(C#N)C(c3ccc(F)cc3)C12C#N (stereo not given)
i | -2.7 | 14.3 | COc1ccc(Cc2noc(-c3ccc(C)cc3)n2)cc1
i | 1.4 | 5.7 | CC1(C)OC(=O)C(=CNC(CO)C(=O)O)C(=O)O1 (stereo not given)
i | 0.1 | 15.4 | Cc1cc(SCC(=O)c2cccs2)n2nc(C)c(-c3ccc(Cl)cc3)c2n1
i | -1.7 | 7.4 | O=C(Nc1cccc(F)c1)c1ccco1
i | 0.0 | 11.4 | C/C(=N\N1C(C)CCCC1C)c1ccccc1O (stereo not given)

Of the compounds above, 4 have a nitro group on carbon.
KCNQ2 block | STK33 inh | OX1R antag | canonical_smiles
i | -2.3 | 2.1 | Cc1ccc(-c2nnc(Cc3ccc([N+](=O)[O-])cc3)o2)cc1
i | -0.9 | 8.5 | CCn1ncc([N+](=O)[O-])c1C(=O)Nc1cc(C)on1
x | -0.4 | 19.8 | CCCCn1c(N)c(N(CCOC)C(=O)CSc2ccc([N+](=O)[O-])cc2)c(=O)[nH]c1=O
i | 0.4 | 23.7 | O=C(COc1ccccc1[N+](=O)[O-])NNC(=O)Nc1cccc2ccccc12

Part of the list above in order of molar mass, highest first:
KCNQ2 block | STK33 inh | OX1R antag | canonical_smiles
i | 0.1 | 15.4 | Cc1cc(SCC(=O)c2cccs2)n2nc(C)c(-c3ccc(Cl)cc3)c2n1
i | -1.7 | 7.4 | O=C(Nc1cccc(F)c1)c1ccco1
i | -0.2 | -1.6 | Cc1cc(=O)c2c(C)ccc(C)c2[nH]1

An unsorted share of the library. Share with any hit: about 2.7%.
